Pf Dd2 inh: Plasmodium falciparum Dd2 growth inhibition; P. falciparum Dd2 growth, SYBR Green, 72 h; Potency, µM (top dose mostly 28.9 µM), for inactives: at the top dose activity, negative = inhibition, actives largely listed as inhibitors; hit rate 4.3% among 120,000; active = well fitted inhibition curve with a large enough effect; inconclusive = small, poorly fitted or top-dose-only effect; inactive = no such curve, though single readings can be large or run the other way;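 also: plate controls were DMSO vehicle for no effect and reference drug for full effect; nearly all actives have a fitted effect of over 65% in size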
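Infected erythrocytes (Dd2, 0.3% parasitemia, 2.5% hematocrit final) are added to compound in RPMI-1640/Albumax II medium, grown 72 h at 37C in low oxygen, then lysed with saponin/Triton-X containing SYBR Green and read by fluorescence.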
The depositor's hits bear a star; i = inactive; ? = inconclusive; [ ] = remark or other dose. Potency is read from the fitted curve at half-maximal effect. Not all compounds are listed (hit frequency here may not be typical).

SMILES	Pf Dd2 inh
CCOc1cccc(CNC(=O)c2noc(-c3ccc4c(c3)OCO4)n2)c1	-41%
O=C([C@@H]1C[C@H](Oc2cccnc2)CN1C(=O)COc1ccccc1)N1CCCC1	-4%
Cc1ccccc1-c1nc(CNC(=O)NC2CCCCC2)c(C)o1	26%
COc1ccccc1NC(=O)C1CCCN(c2nnc(C)c3c(C)n(-c4ccccc4)nc23)C1 (stereo not drawn)	-5%
COc1ccc(C(=O)N[C@@H]2CCC[C@@H]2C(=O)NCc2cc(F)cc(F)c2)cn1	8%
CCOCCn1c(=O)[nH]c2cc(C(=O)NCc3cc(=O)[nH]c(C)n3)ccc21	-10%
CCc1noc(-c2cn(C3CCN(C(=O)c4ccc(F)c(F)c4)C3)nn2)n1 (stereo not drawn)	i
O=C(Nc1ccc(F)c(F)c1)c1cc(S(=O)(=O)N2CCc3ccccc32)ccc1F	10%
CC1CCCN(C(=O)c2ccc(CSc3nc4ccncc4n3Cc3ccccc3)cc2)C1 (stereo not drawn)	11µM*
CCn1cc(-c2ccc(OC)cc2)cc1C(=O)O	i
Cc1nc(NCc2ccc(C(=O)N3CCCCC3)cc2)cc(C2CC(N)C2)n1 (stereo not drawn)	-6%
Cc1nc2c(c(-c3ccc(O)cc3)n1)CN(Cc1ccc(C(F)(F)F)cc1)CC2	-3%
COC(=O)N(C)Cc1ccc(F)cc1	8%[44.1 µM]
Cc1ccc(CNC(=O)c2cnc(N(C)C)nc2)cc1	36%[activator]
Cc1cc(N2CCN(c3cc(Cl)ccc3C)CC2)n2nc(-c3ccccc3)nc2n1	?
CCN(CC)Cc1nc(C2(O)CCN(C(=O)c3cccc(F)c3)CC2)cs1	1%[44.1 µM]
Cc1cc(C(=O)N2CC(c3nnc(-c4ccncc4)o3)C3(CCOCC3)C2)n(C)n1 (stereo not drawn)	-1%
Cc1ccc(C(=O)Nc2c(C(=O)NC(C)(C)C)oc3ccccc23)cc1	?
Cn1nc(C2CCCCC2)cc1[C@H]1CN2CC[C@H]1C[C@@H]2CNC(=O)Nc1cccc(C#N)c1	?
COc1ccccc1-c1cc(Nc2ccc(N3CCOCC3)cc2)c2onc(C)c2n1	i
N#Cc1ccc(CN2CCC3(CC2)CC(c2cccnc2)=NO3)cc1	i
COc1ccc(CNC(=O)[C@@H]2CCC[C@@H](NC(=O)NC3(c4ccccc4)CCOCC3)CN(C)C(=O)C2)cc1	i
O=C(CC1CCCCC1)N1CCC(c2noc(COc3ccc(F)cc3)n2)CC1	-9%
O=C(/C=C/c1ccccc1Cl)Nc1nc(-c2cccs2)ns1	-25%
FC(F)(F)CN1C2CCC1CN(c1cncnc1)C2	7%[44.1 µM]

More results
SMILES	Pf Dd2 inh
COC(=O)C1=C(C)N=C2SC=C(CC(=O)NCC3CCCO3)N2C1c1ccccc1F (stereo not drawn)	i
CN(C(=O)Nc1ccccc1)C1CCCc2ccccc21 (stereo not drawn)	16µM*
COc1ccc(CNC(=O)N2CCC3(CC2)CC(Cc2nc(C4CC4)no2)CCO3)cc1 (stereo not drawn)	-10%
COc1ccc(NC(=O)CCc2c(C)nn(-c3ccc(N4CCOCC4)nn3)c2C)cc1Cl	-14%
COc1ccccc1OCc1cc(C(=O)N2CCN(c3cnccn3)CC2)n[nH]1	-22%
O=C(c1ccc(F)c(F)c1)N1C[C@@H](CO)[C@H](c2nc(C3CC3)no2)C1	?
CCCC(c1cccs1)n1cc(-c2cncnc2)nn1 (stereo not drawn)	i
Cc1ccc(N(Cc2cccs2)C(=O)C(C)Oc2ccc(Cl)c(C)c2)cc1 (stereo not drawn)	?
COc1ncccc1-c1cnc2n[nH]c(-c3ccc(F)cc3C)c2n1	15%[44.1 µM]
COc1cc(OCc2ccccc2)ccc1CN1CC[C@@]2(O)CCNC[C@H]2C1	?
Cc1ccc(C2NC(=O)N(CC(=O)N(C)c3ccccc3)C3=C2C(=O)OC3)cc1 (stereo not drawn)	i
CNC(=O)NC[C@H]1CCN(Cc2ccc(OC)c(OC)c2)C[C@H]1N(C)C	10%
CC(NC(=O)CCCN1C(=O)CCn2nc(-c3cn(C)c4ccccc34)cc21)c1ccccc1 (stereo not drawn)	-30%
O=C(Nc1ccccc1)C1=NO[C@@H]2CN(Cc3ccc4[nH]ccc4c3)C[C@H]12	-2%[44.1 µM]
COc1ccc(NC(=O)c2c(NC(=O)Cc3ccccc3)sc3c2CCCC3)cc1	?
COc1cccc(NC(=O)C2CCN(C(=O)N3CC(C)Oc4ccccc43)CC2)c1 (stereo not drawn)	?
CN1CCc2c([nH]c3ccccc23)C12CCN(C(=O)c1cn(C)cn1)CC2	?
Cc1ccc(CCNC(=O)c2cc3sccc3n2Cc2ccc(Cl)cc2)cc1	?
CCc1ccc(C2CC(=O)Nc3c2c(C)nn3-c2nc(C)cc(C)n2)cc1 (stereo not drawn)	11µM*
CCCN1C(=O)CC[C@H]2CN(C(=O)Cc3cnc(C)[nH]c3=O)CC[C@H]21	-4%
CCN(CC)c1ccc(NC(=O)C2CCN(c3nnc(-n4cccc4)s3)CC2)c(C)c1	?
Cc1nc(CN2CC3(CCN(C)C3)c3cc(C(=O)NCCc4ccccc4)ccc32)cs1 (stereo not drawn)	11µM*
C[S+](=O)([O-])NCCn1ccc2cc(OC3CCN(c4ncccn4)CC3)cnc21	i
Cc1ccc(N2CCN(C(=O)c3cnn(-c4ccc(F)cc4F)c3C3CCN(C(=O)OC(C)(C)C)CC3)CC2)c(C)c1	7.9µM*
Cn1nc(C2CCCN(C(=O)CCc3ccccc3)C2)n(C2CCCC2)c1=O (stereo not drawn)	-3%

At a glance, six of the compounds above:
SMILES	Pf Dd2 inh
COC(=O)C1=C(C)N=C2SC=C(CC(=O)NCC3CCCO3)N2C1c1ccccc1F (stereo not drawn)	i
CN(C(=O)Nc1ccccc1)C1CCCc2ccccc21 (stereo not drawn)	16µM*
COc1ccc(CNC(=O)N2CCC3(CC2)CC(Cc2nc(C4CC4)no2)CCO3)cc1 (stereo not drawn)	-10%
COc1ccc(NC(=O)CCc2c(C)nn(-c3ccc(N4CCOCC4)nn3)c2C)cc1Cl	-14%
COc1ccccc1OCc1cc(C(=O)N2CCN(c3cnccn3)CC2)n[nH]1	-22%
O=C(c1ccc(F)c(F)c1)N1C[C@@H](CO)[C@H](c2nc(C3CC3)no2)C1	?

Other structures
SMILES	Pf Dd2 inh
Cn1cc(C(=O)N2CCC(N(C3CCOCC3)S(C)(=O)=O)CC2)cn1	143%[activator]
CCCOc1ccc(Oc2nc(NCC(C)C)nc(N(C)C)n2)nn1	29%
Cc1ccc2[nH]c(CCC(=O)N3CC[C@H](CO)[C@H](O)C3)nc2c1C	-16%
CCNC(=O)c1ccccc1-c1ccc(S(=O)(=O)N(CC)CC)cc1	-21%
Cc1cccc(CC(=O)N2CCCN(S(C)(=O)=O)c3ccccc32)c1	-27%
Cc1occc1C(=O)N1CCC2(CC1)N=C(CC(C)C)NC2=O	-5%
Cn1cc(CN2CCOc3cc([S+](=O)([O-])Nc4cccnc4)ccc3C2)cn1	-14%[44.1 µM]
CCc1cc(C(=O)N2CCN(c3ccccc3)CC2)no1	104%[activator]
COc1ccccc1CNc1cc(C)nc2nc(-c3ccc(C)cc3)nn12	?
Cc1c(C(=O)N(C)C)sc2c1c(=O)n(-c1ccc(F)cc1)c(=O)n2Cc1cc(=O)n2ccccc2n1	16%
COc1cccc(C(=O)Nc2cccc(OCc3cc(=O)n4cc(C)ccc4n3)c2)c1	-5%
CC(C)NC(=O)c1nc(-c2ccccc2)c2ccccn12	i
COc1ccc2nc(NC(=O)c3nc(S(=O)(=O)Cc4ccc(C)cc4)ncc3Cl)sc2c1	-11%
O=C(CSc1nnc(-c2ccccc2)c(-c2ccccc2)n1)Nc1ccccc1Cl	i
Cc1ccccc1OCc1nnc(SCc2cc(=O)c3cc(F)ccc3[nH]2)n1C	14%
CC(NC(=O)c1cc2c(=O)n3ccccc3nc2n(C(C)C)c1=N)c1ccccc1 (stereo not drawn)	?
O=C(Cc1ccc(CO)cc1)N1CCOC(C(F)(F)F)C1 (stereo not drawn)	29%
CC(=O)N1CCN(c2nc3c(s2)CC(C(=O)Nc2cc(Cl)ccc2F)CC3)CC1 (stereo not drawn)	?
CCOC(=O)C1CCN(Cc2cn3c(-c4ccc(OC)cc4)nnc3s2)CC1	?
COCCNC(=O)c1ccc2c(c1)N(C)C(CC(=O)N(C)C(C)C)CO2 (stereo not drawn)	-6%
Cc1cccc(C(=O)N2CCCOCCNC(=O)[C@@H]3CCCC[C@@H]32)c1	?
COc1cccc(CN2C(=O)C3(SCC(=O)N3c3ccc(C(C)C)cc3)c3ccccc32)c1 (stereo not drawn)	-22%
Cc1ccc(NC(=O)Cn2c(=O)c(-c3noc(C)n3)c3n(c2=O)CCCC3)cc1	-25%
Cc1ccc2nc(NC(=O)c3cc(=O)c4cc(Cl)ccc4o3)sc2c1	31%[activator]
O=C(CCCn1c(=O)c2sccc2n(Cc2ccc(F)cc2Cl)c1=O)NCc1ccc2c(c1)OCO2	-14%

Part of the list above in order of heavy-atom count, descending:
SMILES	Pf Dd2 inh
Cc1ccccc1OCc1nnc(SCc2cc(=O)c3cc(F)ccc3[nH]2)n1C	14%
CCCOc1ccc(Oc2nc(NCC(C)C)nc(N(C)C)n2)nn1	29%
CCc1cc(C(=O)N2CCN(c3ccccc3)CC2)no1	104%[activator]

Later entries.
SMILES	Pf Dd2 inh
CC(NC(=O)CSc1n[nH]c(-c2ccccc2)n1)c1nc2ccccc2n1C (stereo not drawn)	1%
Cc1ccc2c(CC(=O)N3CCN(c4cccc(Cl)c4)CC3)coc2c1	-1%
COc1ccc(-c2nnc(SCC(=O)c3ccc([N+](=O)[O-])cc3)o2)cc1OC	-2%
OC[C@@H]1CNC[C@H]1C1CCN(Cc2ccc(OC(F)(F)F)cc2)CC1	-9%
Cc1ccc(Cc2nc3ccccc3nc2SCC(=O)Nc2ccc3c(c2)OCO3)cc1	?
CC1(C)NC(=O)N(CC(=O)N[C@@H]2COCC[C@H]2Oc2ccc(C#N)cc2)C1=O	0%
CCOc1ccc(CNC(=O)CCCn2nc(C)c3sc4ccccc4c3c2=O)cc1	-18%
CC(C)c1cccc(NC(=O)c2ccc(Cn3ccn4nc5c(c4c3=O)CCCC5)cc2)c1	i
COc1ccc(CN2C[C@@H](F)[C@@H](OCc3nc4ccncc4[nH]3)C2)cn1	-15%[44.1 µM]
COCCNC(=O)C[C@@H]1C[C@H]2O[C@H](CNCc3ccccc3OC)[C@@H](O)[C@H]2O1	15%[44.1 µM]
COc1ccc(C(=O)N[C@H]2CO[C@H]3[C@@H]2OC[C@@H]3n2nnnc2-c2cccc(OC)c2)cc1	?
CCc1noc(CC2CCOC3(CCN(S(=O)(=O)c4ccc(F)c(F)c4)CC3)C2)n1 (stereo not drawn)	-28%
CCCC1N=C2c3ccccc3N=C(SCC(=O)NCCc3ccc(Cl)cc3)N2C1=O (stereo not drawn)	-14%
Cn1nccc1C(=O)NCC1COc2ncncc2C(=O)N1Cc1ccccc1 (stereo not drawn)	9%[44.1 µM]
CCc1noc(-c2cn(C3CCN(C(=O)c4cccn4C)CC3)nn2)n1	i
CCC(=O)N1Cc2ccccc2CC2(CCCN(Cc3ccc(O)cc3)C2)C1 (stereo not drawn)	?
COc1cc([C@@H]2c3cc4c(cc3[C@H](O)[C@@H](CO)[C@@H]2C(=O)NC(C)C)OCO4)cc(OC)c1OC	i
CCCC(C)N1CC2(CCN(C(=O)c3cnn4ccccc34)CC2)OC1=O (stereo not drawn)	-12%
O=C(COCc1cc(-c2ccc3c(c2)OCO3)on1)Nc1cc(Cl)ccc1O	58%[activator]
Cn1c(NCc2ccccc2F)nc2ccccc21	-22%
O=S(=O)(c1ccccc1)N1Cc2ccccc2CC2(CCN(Cc3cccnc3)C2)C1 (stereo not drawn)	6.3µM*
CCC(=O)N1CCN(c2nc3c(s2)CC(C(=O)NCC(C)C)CC3)CC1 (stereo not drawn)	?
Cc1[nH]c2ccccc2c1CC(=O)NCc1ccccc1-n1cncn1	2%
COCCn1c(C)cnc1CCNC(=O)COc1ccccc1	?
CC(C)(C(=O)NCCC1COc2ccccc2O1)N1CCOCC1 (stereo not drawn)	-6%

Next part:
SMILES	Pf Dd2 inh
COc1ccc2sc(N(Cc3cccnc3)C(=O)c3cccs3)nc2c1	?
CCCCc1nn2c(=O)cc(COC(=O)C3CCCCC3)nc2s1	31%[activator]
COC(=O)N1CCC2(C1)C(=NC1CCCC1)NC(=O)N2c1cccnc1 (stereo not drawn)	-8%
O=C(CCc1cccnc1)N1CCc2c(n(CCOc3ccccc3)n(-c3ccccc3)c2=O)C1	10%
CNC(=O)[C@@H]1CN(C(=O)c2c(F)cccc2F)C[C@H]1C1CCN(C)CC1	22%
COc1ccc(CCN2C(=O)N(c3ccc(C)cc3)C(=O)C2CC(=O)Nc2ccc(F)cc2)cc1 (stereo not drawn)	-20%
COC(=O)c1c(SCC(=O)Nc2cc(C)cc(C)c2)[nH]c2ccccc2c1=O	-11%
CCCCOC(=O)c1ccc(NC(=O)c2cc3c(=O)n4cccc(C)c4nc3s2)cc1	-17%
Cc1ccc(C(=O)N2CCN(C(=O)N3CC4CC(C3)[C@H]3CCCC(=O)N3C4)CC2)cn1 (stereo partly drawn)	-10%
Cc1ccccc1CCC1CCCNC1 (stereo not drawn)	11µM*
COCC1CN(C2CCC2)CC12CCN(C(=O)c1ccccc1C)CC2 (stereo not drawn)	?
COc1ccc(C2(C(=O)N3CCCCCNC(=O)CC3c3ccccc3)CC2)cc1 (stereo not drawn)	-29%

Assay outcomes (PubChem)
